Bioassay records (PubChem BioAssay)
INS-1E GSIS act – primary screen for activators of insulin secretion dependent on glucose, INS-1E cells, GLuc reporter luminescence. INS-1E GLuc reporter insulin secretion, 2-3 h. activation, % at 16.6 µM. 0.61% of 370,000 active;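 active = lowest replicate activation of at least 40%, so every replicate reaches that level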;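 also: 0% = median of neutral control wells and 100% = median of IBMX positive control wells; some compounds called inactive have numbers as strong as hits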
Cneo AK release – Cryptococcus neoformans lysis via adenylate kinase release; lysis activity, % at 15 µM; 0.2% of 360,000 active; C. neoformans lysis, adenylate kinase release luminescence, 4 h; normalised: neutral wells 0, clomiphene wells 100; AID 651654;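 active = mean lysis activity across replicates of at least 80%, whatever share of replicates individually reach that level; inactive = mean lysis activity below 80%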
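read-out = cell lysis signal | test system = log-phase Cryptococcus neoformans yeast cells | input = cells at 5 × 10^6 per mL | medium = fresh YPD growth medium | signal = luminescent adenylate kinase detection reagent | timing = 4 h at 37 °C static, read 1 h later | dosing = single dose | controls = Clomiphene as positive lysis control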
PAX8 inh HTS – lowers PAX8-driven luciferase in RMG-I cells; RMG-I TPO-luciferase reporter, SteadyGlo, 24 h; inhibition, % at 12.6 µM; 1.2% of 360,000 active;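 active = mean replicate inhibition at least 60% with every replicate also reaching 60%; inconclusive = only one of the two criteria is met; inactive = mean below 60% and not all replicates reaching 60%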;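 also: luciferase light reporting Pax8 driven TPO promoter activity; plate controls were median of neutral control wells for no effect and mitoxantrone controls for full effect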
PglD DTNB – PglD (C. jejuni) enzyme inhibition; 0.098% of 360,000 active; AID 602405; purified PglD enzyme, DTNB colorimetric CoA detection; inhibition, % at 12.5 µM; in the data active = inhibition above about 16%, passing the limit was not always enough; inconclusive = no clear call, values can overlap the other calls; also: strong numbers were not always called active
ARNT-TACC3 inh – disruptors of human ARNT/TACC3 interaction; inhibition, % at 9.99 µM; AlphaScreen His-ARNT PAS-B/GST-TACC3 binding, luminescence; TACC3 fragment carries E629A point mutation; Q9Y6A5; AID 623870; 0.66% of 390,000 active;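 active = mean inhibition of replicates at least 50% and at least half of replicates each reaching 50%; inconclusive = half or more replicates reach 50% but mean below 50%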;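 also: 0% = complete ARNT plus TACC3 wells and 100% = ARNT alone without TACC3; many hits fall short of the cut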
LGR2 inh – inhibitors of bursicon-induced Drosophila LGR2 receptor cAMP signaling; inhibition, % at 9.99 µM; AID 720647; 0.35% of 380,000 active; HEK293 LGR2, CRE-luciferase, bursicon-stimulated, 4 h;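 active = drop in luminescence signal, shown as inhibition above about 50% in the replicate tests, limit read from the data, passing the limit was not always enough; inconclusive = probably only some replicates passing the limit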;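 also: agonist challenge used bursicon conditioned medium at about half maximal strength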
PGC1a acetyl inh – lowers PGC1a acetylation signal in U2OS cells; AID 651687; AlphaScreen anti-acetyl-lysine; with virally co-expressed GCN5 acetyltransferase; 0.17% of 350,000 active; inhibition, % at 15.6 µM;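 active = every replicate shows inhibition of at least 40%; inconclusive = mean inhibition at least 40% but some replicate below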;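 also: 0% = neutral control wells and 100% = positive control wells; some results beyond the cut were filed as inactive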
Statin myotox sup – protects C2C12 myotubes from simvastatin toxicity; AID 602340; ATP luminescence, 48 h; scaled: DMSO 0, geranylgeraniol control 100; rescue of ATP level, % at 7.49 µM; 0.78% of 330,000 active;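 active = mean ATP rescue above about 67%, or every replicate alone reaching that limit, limit read from the data, passing the limit was not always enough; inconclusive = no clear call, values can overlap the other calls; inactive = mean under the limit and some replicate under it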;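 also: myotubes were challenged with 10 µM simvastatin during compound exposure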
Numbers without * were called inactive; u = inconclusive; x = not tested or not shown.

SMILES	INS-1E GSIS act	Cneo AK release	PAX8 inh HTS	PglD DTNB	ARNT-TACC3 inh	LGR2 inh	PGC1a acetyl inh	Statin myotox sup
CCCNC(=O)N(C)C[C@H]1Oc2ncc(C#CC3(O)CCCC3)cc2C(=O)N([C@@H](C)CO)C[C@@H]1C	6	-3	-9	4	0	1	1	18
CCc1cc(C(=O)N2CCN(S(=O)(=O)c3ccc(Cl)cc3)CC2)sc1C	12	1	7	3	-1	5	-3	12
CC(C)Cc1nccs1	x	-1	x	5	0	x	2	-9
CCCc1cn(CC[C@@H]2CC[C@@H](NC(=O)Nc3ccc4c(c3)OCO4)[C@@H](CO)O2)nn1	13	-2	-14	3	1	-4	4	5
Cc1ccccc1S(=O)(=O)N(C)C[C@@H]1OCc2ccccc2-c2c(n(C)c3ccccc23)C(=O)N([C@H](C)CO)C[C@H]1C	-3	x	x	x	x	28	1	-16
Cc1noc(C)c1S(=O)(=O)Nc1ccc2c(c1)C(=O)N([C@@H](C)CO)C[C@@H](C)[C@H](CN(C)C(=O)Nc1ccc(C(F)(F)F)cc1)OCCCC[C@@H](C)O2	-2	1	66*	6	8	-16	-2	x
C[C@H]1CN([C@@H](C)CO)C(=O)c2cccc(NC(=O)c3nc4ccccc4s3)c2O[C@@H]1CN(C)S(=O)(=O)c1cn(C)cn1	8	-2	x	0	-8	-10	-1	-20
O=C(Cc1c(F)cccc1Cl)Nc1ccccn1	-1	0	-13	-2	26	-3	x	-5
Cc1ccccc1OC1CCN(C(=O)c2cc(COc3ccccc3)on2)CC1	-9	0	-27	-6	-1	-1	x	8
CCCNC(=O)c1ccc(N2CCC3(CC2)CC(c2cccc(Br)c2)=NO3)c(NC(=O)c2cccc(C)c2)c1	x	0	22	-9	-3	5	-3	8
Cc1noc(C)c1S(=O)(=O)Nc1cccc2c1O[C@H](CN(C)Cc1ccc(Cl)c(Cl)c1)[C@H](C)CN([C@H](C)CO)C2=O	-27	-1	x	3	3	-1	-12	-32
Fc1ccc(-c2csc(=S)[nH]2)cc1	-11	x	-29	x	-2	-7	-1	x
C[C@H]1CN([C@@H](C)CO)S(=O)(=O)c2ccc(C#CC3(O)CCCC3)cc2O[C@H]1CN(C)C(=O)c1ccccc1	-8	-2	x	-3	-4	-2	-11	1
CC1=NN(c2cc(Cl)c(S(=O)(=O)O)cc2Cl)C(=O)C1	x	7	-1	-2	30*	0	0	4
Cc1ccc(S(=O)(=O)ON2C(=O)c3cccc4cccc(c34)C2=O)cc1	-3	1	21	-2	-4	-14	13	15
Cc1ccccc1-c1nc(CS(=O)(=O)CC(=O)NCCCN2CCOCC2)c(C)o1	4	-1	-11	0	1	-27	-3	-5
COc1ccc(S(=O)(=O)N(C)C[C@@H]2OCCCC[C@H](C)Oc3ccc(NS(=O)(=O)c4cccs4)cc3C(=O)N([C@H](C)CO)C[C@@H]2C)cc1	-6	-3	27	-1	5	34	-28	x
OC[C@H]1[C@@H](c2ccc(-c3ccc(F)cc3)cc2)[C@H]2CN(CCC(F)(F)F)CCCCN21	-12	3	-5	-2	10	-13	-8	x
CC(C)CN(CCCNC(=O)CC1Oc2ccccc2NC1=O)CC(C)C (stereo unspecified)	8	2	x	0	3	-7	0	-8
NC(=O)CC(NSc1ccccc1[N+](=O)[O-])C(=O)O (stereo unspecified)	x	1	x	-2	1	17	2	18
CNC[C@@H]1Oc2ccc(NS(=O)(=O)c3c(C)noc3C)cc2CC(=O)N([C@H](C)CO)C[C@H]1C	18	1	-8	4	x	21	8	-1
CCc1c(C)nc(N2CCN(c3ccccc3)CC2)[nH]c1=O	0	0	7	-6	-5	-23	-4	24
Cc1ccccc1N(CC(=O)NCCc1ccccc1)C(=O)c1csnn1	-5	2	5	-4	2	13	x	-5
Cc1cc2c(c(=O)n1CCCn1ccnc1)C(c1ccco1)C(C#N)=C(N)O2 (stereo unspecified)	x	6	x	-1	-9	x	11	-6
C/C(=N/NC(=O)C(O)(c1ccccc1)c1ccccc1)c1ccc([N+](=O)[O-])o1	6	x	22	x	32	4	-16	x
CCOc1ccc(S(=O)(=O)N2CCCC2)cc1	x	1	x	5	-13	x	-3	0
Cc1ccc(C)c(S(=O)(=O)N2CCCOC2CNC(=O)C(=O)NCc2cccs2)c1 (stereo unspecified)	-2	4	2	-6	-3	21	8	8
CCc1cc(C(=O)OC)c(NC(=O)CSc2nccn2C)s1	-14	4	12	-3	6	-22	0	12
Cc1cc(C)c(C#N)c(SCc2ccc([N+](=O)[O-])cc2)n1	2	x	8	x	-4	-24	0	x
Cc1cccc2cc(CN(Cc3ccco3)S(=O)(=O)c3ccc4c(c3)OCCO4)c(=O)[nH]c12	-10	-1	x	-3	1	0	3	10
CCCC(=O)Nc1ccc(-c2ccc(NC(=O)CCC)cc2)cc1	-8	2	-1	-10	-5	-11	x	x
CC(C)[C@H](NC(=O)[C@@H]1Cc2ccccc2CN1C(=O)OC(C)(C)C)C(=O)NCc1ccco1	-26	-2	-26	-5	-2	3	-32	15
CO[C@H]1CN(C)C(=O)c2ccc(NC(=O)Nc3cccc(F)c3)cc2OC[C@@H](C)N(C(=O)C2CC2)C[C@@H]1C	-12	x	x	x	x	5	8	0
N#C/C(=C\c1ccco1)C(=O)NCC1CCCO1 (stereo unspecified)	-1	4	-27	5	-5	-32	8	x
COCCn1c(SCC(=O)NNC(=O)Cc2ccccc2)nc2ccccc2c1=O	-3	x	4	x	-4	x	-8	x
CC(C)CC#Cc1cnc2c(c1)C(=O)N([C@H](C)CO)C[C@@H](C)[C@H](CN(C)C(=O)Nc1cccc(F)c1)O2	-19	-9	-10	-2	7	-2	-4	30
COc1ccc(S(=O)(=O)N(C)C[C@@H]2OCCCC[C@H](C)Oc3ccc(NC(=O)Nc4ccccc4)cc3C(=O)N([C@H](C)CO)C[C@H]2C)cc1	-21	-6	50	0	-10	13	-14	x
O=C(Cc1ccccc1[N+](=O)[O-])N1CCN(c2ccccc2F)CC1	12	x	24	x	-1	9	x	x
O=C(CC1C(=O)NCCN1Cc1ccccc1C(F)(F)F)NCCc1ccccn1 (stereo unspecified)	-15	x	3	x	-3	-5	x	x
Cc1ccnn1CCC(=O)N1CCCC(CCC(=O)NCc2ccccc2F)C1 (stereo unspecified)	-10	x	-18	x	-9	-8	x	x

Another view of 4 compounds above:
| compound | INS-1E GSIS act | Cneo AK release | PAX8 inh HTS | PglD DTNB | ARNT-TACC3 inh | LGR2 inh | PGC1a acetyl inh | Statin myotox sup |
| --- | --- | --- | --- | --- | --- | --- | --- | --- |
| O=C(CC1C(=O)NCCN1Cc1ccccc1C(F)(F)F)NCCc1ccccn1 (stereo unspecified) | -15 | x | 3 | x | -3 | -5 | x | x |
| CCOc1ccc(S(=O)(=O)N2CCCC2)cc1 | x | 1 | x | 5 | -13 | x | -3 | 0 |
| Cc1cc2c(c(=O)n1CCCn1ccnc1)C(c1ccco1)C(C#N)=C(N)O2 (stereo unspecified) | x | 6 | x | -1 | -9 | x | 11 | -6 |
| CC(C)CC#Cc1cnc2c(c1)C(=O)N([C@H](C)CO)C[C@@H](C)[C@H](CN(C)C(=O)Nc1cccc(F)c1)O2 | -19 | -9 | -10 | -2 | 7 | -2 | -4 | 30 |

Returning to the listing, repeating the 5 entries before the break.
SMILES	INS-1E GSIS act	Cneo AK release	PAX8 inh HTS	PglD DTNB	ARNT-TACC3 inh	LGR2 inh	PGC1a acetyl inh	Statin myotox sup
CC(C)CC#Cc1cnc2c(c1)C(=O)N([C@H](C)CO)C[C@@H](C)[C@H](CN(C)C(=O)Nc1cccc(F)c1)O2	-19	-9	-10	-2	7	-2	-4	30
COc1ccc(S(=O)(=O)N(C)C[C@@H]2OCCCC[C@H](C)Oc3ccc(NC(=O)Nc4ccccc4)cc3C(=O)N([C@H](C)CO)C[C@H]2C)cc1	-21	-6	50	0	-10	13	-14	x
O=C(Cc1ccccc1[N+](=O)[O-])N1CCN(c2ccccc2F)CC1	12	x	24	x	-1	9	x	x
O=C(CC1C(=O)NCCN1Cc1ccccc1C(F)(F)F)NCCc1ccccn1 (stereo unspecified)	-15	x	3	x	-3	-5	x	x
Cc1ccnn1CCC(=O)N1CCCC(CCC(=O)NCc2ccccc2F)C1 (stereo unspecified)	-10	x	-18	x	-9	-8	x	x
Fc1cccc(CNCC2CCCO2)c1 (stereo unspecified)	2	2	-7	4	-6	-6	-1	-1
COc1cc(CC2COC(=O)C2(O)Cc2ccc(O)c(OC)c2)ccc1O (stereo unspecified)	-29	1	x	0	-9	3	21	-13
O=C1CN(C(=O)c2ccccc2F)C(c2ccc(F)cc2)c2cc(Br)ccc2N1 (stereo unspecified)	-18	1	41	-2	0	10	-7	0
COc1ccc(S(=O)(=O)Nc2ccc3c(c2)C(=O)N([C@H](C)CO)C[C@H](C)[C@@H](CN(C)C(=O)CCCN(C)C)OCCCC[C@H](C)O3)cc1	24	1	3	-1	-9	1	-5	21
OC(COc1cccc2ccccc12)CN1CCN(c2cccc(Cl)c2)CC1 (stereo unspecified)	-26	2	-2	-4	-11	0	0	-4
Cc1cccc(S(=O)(=O)N2CCCCN3[C@H](CO)[C@@H](c4ccc(-c5cccnc5)cc4)[C@H]3C2)c1	-5	-2	0	3	10	-10	-1	x
COc1ccc(C)cc1NS(=O)(=O)c1ccc2c(c1)n(C)c(=O)n2C	10	1	22	6	1	18	-8	-3
CC(C)NC(=O)N[C@H]1CC[C@H](CC(=O)O)O[C@H]1CO	6	6	-15	0	17	9	9	-1
C[C@@H]1CN([C@H](C)CO)C(=O)c2cc(C#CC3CC3)cnc2O[C@H]1CN(C)C(=O)c1ccc(F)cc1	19	-4	x	1	0	0	8	-19
COc1ccc(CN(C)C(=O)c2ccc(OCC(=O)Nc3cccc(C(F)(F)F)c3)c(OC)c2)c(OC)c1	-36	-2	37	-6	11	-2	7	-1
O=C(O)c1cc(N2CCCCC2)ccn1	-3	x	14	x	43	-30	u	x
O=[N+]([O-])c1ccc(Sc2n[nH]c(-c3ccc(Cl)cc3Cl)n2)nc1	x	4	-24	6	3	x	0	x
CC1CC(C)CN(C(=O)Cn2c(SCC(=O)N3CCc4ccccc4C3)nc3ccccc32)C1 (stereo unspecified)	x	-1	x	-2	0	x	11	3
O=C1C[C@H]2[C@H](CO)[C@@H](OC(=O)c3ccc(-c4ccccc4)cc3)C[C@H]2O1	x	-4	-7	-2	4	x	10	x
COc1ccc(CCC(C)Nc2cccc(C)c2)cc1 (stereo unspecified)	x	3	x	2	-16	x	-3	4
CN1C(=O)/C(=C/c2ccc(O)c([N+](=O)[O-])c2)NC1=S	-4	x	12	x	3	-3	14	x
O=C(NC1CCC(O)CC1)c1ccc(NS(=O)(=O)c2cccc([N+](=O)[O-])c2)cc1 (stereo unspecified)	x	-4	14	-5	2	x	1	-7
C[C@H](CO)N1C[C@H](C)[C@@H](CN(C)CC2CC2)Oc2ccc(NS(=O)(=O)c3cn(C)cn3)cc2CC1=O	10	2	x	-1	-6	-16	5	-2
O=C(Cc1ccccc1)NC1CCN(Cc2ccccc2)CC1	-3	x	-4	x	-7	-3	x	x
Cc1cc(C)c(C#N)c(Nc2ccccc2C)n1	-3	2	3	-5	-5	-8	-6	-6
c1ccc(Cc2nnc3sc(-c4ccco4)nn23)cc1	-8	2	5	3	x	-20	9	8

Compounds as they come (roughly 2.9% active in at least one column).
